IL1B NFkB inh – blocks IL-1B driven NFkB nuclear translocation in HUVEC cells. HUVEC IL-1B NFkB p65 nuclear translocation imaging. inhibition, % at 2 µM. 94,000 compounds, 0.43% hits. AID 796;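 active = inhibition above about 30% together with a positive call from visual inspection of the well image, limit read from the data; inconclusive = inhibition above a set limit but visual check negative; inactive = inhibition not above a set limit, visual check negative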;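 also: nuclear over cytoplasmic p65 intensity ratio measured by imaging; 0% = IL-1B stimulated DMSO wells and 100% = unstimulated DMSO wells; values of inactives mirror those of a sister screen read the other way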
PLAP inhibitors HTS – PLAP enzyme inhibitors, biochemical, luminescence, HTS (AID 690); purified PLAP, luminescent substrate; higher % means a stronger effect; inhibition, % at 20 µM; hits with a dose series show IC50 in µM; 96,000 compounds, 0.08% hits; in the data active = a potency from the dose series; inactive = the rest, 99 in 100 with inhibition below about 30%; also: strong numbers were not always called active
Bcl-B TR3 displacers – displacers of TR3 peptide from Bcl-B, primary screen, selectivity assay for Bfl-1 inhibitor project, biochemical, fluorescence polarization; FP displacement of FITC-TR3 peptide from Bcl-B; higher % means a stronger effect; 96,000 compounds, 0.11% hits; AID 748; displacement, % at 20 µM; hits with a dose series show IC50 in µM;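 active = displacement above 50% at 20 µM plus a fluorescence interference ratio under 1.5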;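 also: plate controls were wells without compound for no effect and wells lacking Bcl-B protein for full effect; a part of the inactive calls stands beside numbers as strong as those of hits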
MRP resist rev – reverses drug resistance mediated by MRP | differential viability (reversal), % at 10 µM | 85,000 compounds, 0.04% hits | H69AR cells + 2 uM doxorubicin, CellTiter-Glo, 72 h | AID 602;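 active = viability drop by adding the cancer drug above about 55%, with treated viability meeting a 40% cutoff, limit read from the data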;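 also: viability without doxorubicin minus viability with 2 µM doxorubicin for each compound; larger differential means the compound sensitizes cells more to doxorubicin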
NFkB transloc pot – enhances IL-1B driven NFkB nuclear translocation; activation, % at 2 µM; HUVEC IL-1B NFkB p65 nuclear translocation imaging; 94,000 compounds, 0.3% hits;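 active = activation above 40%, about the mean plus 3 SD, also judged a hit on visual image review; inconclusive = activation above 40% but not a hit on visual review; inactive = activation not above 40% and no visual hit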;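 also: percent activation is computed from the nuclear over cytoplasmic p65 intensity ratio; values of inactives mirror those of a sister screen read the other way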
MRP resist rev cytotoxicity – recorded beside MRP resist rev, whose call it bears; viability, %; H69AR cells, CellTiter-Glo, 72 h; measured here: cytotoxicity without doxorubicin
MRP resist rev with doxorubicin – also measured in MRP resist rev; calls as there; viability, %; measured here: viability with 2 uM doxorubicin; stronger effect = lower value
IL1B NFkB inh cell count 2 µM – recorded beside IL1B NFkB inh, whose call it bears; cell count; measured here: cells passing quality filter;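 raw number of nuclei counted in each imaged well without normalization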
NFkB transloc pot cell count 2 µM – also measured in NFkB transloc pot; calls as there; cell count; measured here: cells passing quality filter
Active calls of the source: *; ? = inconclusive; . = not tested or not shown. This is a subset; rates above refer to the full screens.

SMILES	IL1B NFkB inh	IL1B NFkB inh cell count 2 µM	PLAP inhibitors HTS	Bcl-B TR3 displacers	MRP resist rev	MRP resist rev cytotoxicity	MRP resist rev with doxorubicin	NFkB transloc pot	NFkB transloc pot cell count 2 µM
Cc1ccc(S(=O)(=O)N2CCCC2C(=O)n2nc(C)cc2C)cc1 (configuration not stated)	2.5	94	13.2%	-1.4%	-18.1	69.0	87.0	-2.5	94
O=S(=O)(c1ccccc1Cl)N1CCCC1c1nc(-c2ccc(Cl)cc2)no1 (configuration not stated)	5.5	146	2.2%	-7.8%	.	.	.	-5.5	146
CN(N)c1nc(-c2ccccc2)nnc1C(F)(F)F	0.8	28	10.7%	-1.6%	.	.	.	-0.8	28
COc1ccc2cc(C(=O)NCC(=O)O)sc(=O)c2c1OC	-0.9	169	10.1%	-5.0%	-7.6	102.7	110.3	0.9	169
Cn1c(=O)n(C/C=C/c2ccccc2)c(=O)c2c1nc1n2CCCN1c1ccc(F)cc1	.	.	-58.4%	-9.7%	4.4	107.0	102.6	.	.
Cc1nnc(NC2(C(F)(F)F)C(=O)Nc3c2c(=O)n(C)c(=O)n3C)s1 (configuration not stated)	-24.0	121	12.2%	-1.1%	.	.	.	24.0	121
O=C(Nc1ccc2c(c1)OCO2)C1CCCN(c2nc3ccccc3s2)C1 (configuration not stated)	2.5	174	0.1%	-6.7%	.	.	.	-2.5	174
COc1ccc(/C=C\C(=O)c2c(O)ccc3c(C)cc(=O)oc23)cc1OC	-2.7	181	-41.2%	11.6%	.	.	.	2.7	181
O=C(CCN1C(=O)COc2ccccc21)NCc1ccco1	.	.	-10.6%	3.4%	0.3	88.2	87.9	.	.
Cc1cc(C(=O)CSc2ccc(Cl)cc2)cc(C)c1OC(=S)N(C)C	-2.9	186	-3.5%	-11.0%	-4.1	79.5	83.6	2.9	186
CCCC(=O)NNC(=O)Nc1ccccc1	5.5	131	-11.6%	-12.5%	.	.	.	-5.5	131
CCC(c1nnnn1CCOC)N1CCN(Cc2ccccc2)CC1 (configuration not stated)	3.6	73	-32.3%	-4.6%	8.7	94.0	85.3	-3.6	73
O=C(c1cccc(Cl)c1)N1CCN(Cc2ccccc2F)CC1	-0.2	148	-10.5%	-4.8%	4.9	92.3	87.4	0.2	148
CC(C)CCNC(=O)[C@@H](NC(=O)c1c(F)cccc1F)C(C)C	-14.4	162	12.8%	1.8%	.	.	.	14.4	162
FC(F)(F)c1cccc(Cn2nnnc2-c2ccc(Cl)cc2)c1	2.1	165	18.9%	2.4%	.	.	.	-2.1	165
COc1ccc(NS(=O)(=O)c2cccc(C(=O)OCC(=O)Nc3cc(C)on3)c2)cc1	-0.3	134	-9.3%	-3.1%	0.9	108.1	107.2	0.3	134
COc1ccc(N2CCN(C(=O)CSc3ccccc3)CC2)cc1	-11.4	144	0.1%	-3.4%	14.5	101.1	86.6	11.4	144
CC1(C)OC(=O)C(=NNc2ccc(Cl)cc2)C(=O)O1	-3.7	152	7.1%	1.3%	.	.	.	3.7	152
CCc1nnc(NC(=O)CSc2nc3ccccc3s2)s1	6.4	156	-17.6%	3.1%	2.2	90.5	88.4	-6.4	156
COc1ccc(OC)c(NC(=O)CSc2nc(N)c(-c3ccccc3)c(=O)[nH]2)c1	3.0	103	-11.1%	-6.4%	-3.8	85.8	89.6	-3.0	103
Cc1ccc2[nH]c(=O)c(CN(CC3CCCO3)S(=O)(=O)c3cccc4nsnc34)cc2c1 (configuration not stated)	-14.9	119	-50.9%	-5.4%	.	.	.	14.9	119
O=C(COC(=O)c1cccs1)c1ccccc1	-20.1	158	10.8%	-2.5%	11.8	90.0	78.2	20.1	158
COc1ccc2[nH]c(C)c(C(=O)CN3CCN(C/C=C/c4ccccc4)CC3)c2c1	.	.	-40.9%	-2.3%	5.1	76.4	71.3	.	.
COc1ccc(CCNC(=O)c2ccc(CS(=O)(=O)c3ccc(Cl)cc3)o2)cc1OC	5.3	164	-4.4%	3.1%	10.3	82.7	72.5	-5.3	164
Cc1cc(C)n(/N=C/c2c[nH]c3ccccc23)c(=O)c1C#N	-11.1	196	7.0%	10.6%	-14.0	77.1	91.1	11.1	196
Nc1nc(-c2ccccc2)cs1	-19.1	211	15.7%	-0.3%	-0.7	82.1	82.7	19.1	211
COC(=O)Cn1c(=NC(=O)C(C)C)sc2c(C)cc(C)cc21	-16.9	193	3.4%	-6.4%	1.6	82.7	81.1	16.9	193
O=C(CC1SC(N2CCCCC2)=NC1=O)Nc1cccc(C(F)(F)F)c1 (configuration not stated)	-2.4	153	-1.8%	5.2%	14.1	106.1	92.0	2.4	153
CN(CCCNC(=O)C1CCN(S(=O)(=O)c2cccc3nsnc23)CC1)Cc1ccccc1	0.0	194	-32.3%	-5.5%	-1.8	87.9	89.7	0.0	194
COc1ccccc1Oc1ccccc1C(=O)O	-14.7	167	14.2%	-3.7%	-2.2	93.5	95.7	14.7	167
COCCN1C(=O)C(=O)/C(=C(/O)c2cccc(OC)c2)C1c1ccc(C)o1 (configuration not stated)	4.4	136	-6.3%	-2.1%	-16.2	88.6	104.8	-4.4	136
Cc1ccc(CNC(=O)C2CC(c3ccccc3[N+](=O)[O-])=NO2)cc1 (configuration not stated)	1.4	96	-14.1%	-8.0%	.	.	.	-1.4	96
O=c1[nH]nc(Cc2ccccc2)c2ccccc12	5.3	180	15.8%	4.1%	14.1	109.9	95.8	-5.3	180
CC(C)n1cc(/C=C(\C#N)S(=O)(=O)c2ccccc2)c2ccccc21	-14.2	124	-12.1%	-13.8%	-27.8	33.7	61.5	14.2	124
O=C(O)CCCC(=O)Nc1ccc(Br)cc1	-9.7	153	8.9%	-8.2%	.	.	.	9.7	153
CN(C)S(=O)(=O)c1ccc(/C(O)=C2/C(=O)C(=O)N(Cc3cccnc3)C2c2ccncc2)cc1 (configuration not stated)	-34.3	154	-15.9%	-6.9%	.	.	.	34.3	154
COC(=O)c1sccc1N/N=C(\C)c1ccc(F)c(Cl)c1	-12.0	148	3.3%	-39.3%	-3.3	86.1	89.4	12.0	148
CCCC(=O)Nc1nnc(CCN2CCCCC2)s1	2.7	173	-3.5%	4.2%	-9.3	98.8	108.0	-2.7	173
Cc1ccc(C)c(NC(=O)c2nnn(Cc3ccccc3)c2N)c1	16.0	186	9.3%	-1.0%	15.9	113.4	97.5	-16.0	186
CCOC(=O)c1[nH]c2ccc(OC)cc2c1NC(=O)CN1CCC2(CC1)OCCO2	-10.2	203	-38.4%	-0.9%	-3.2	73.2	76.4	10.2	203
O=c1c(C(c2ccc(O)cc2)c2c(O)nc3n(c2=O)CCS3)c(O)nc2n1CCS2	3.5	204	10.0%	21.8%	.	.	.	-3.5	204
COc1cccc(NC(=O)COc2ccccc2C(N)=O)c1	2.3	82	15.7%	-8.2%	-4.8	85.4	90.2	-2.3	82
Cc1ccc(C(=O)Cn2c(N3CCOCC3)nc3c2c(=O)n(C)c(=O)n3C)cc1	-18.1	121	-13.2%	5.8%	-7.3	77.1	84.4	18.1	121
CCN(CC)S(=O)(=O)c1cccc(C(=O)Nc2ccc(C#N)cc2)c1	.	.	10.3%	6.0%	-10.8	80.2	90.9	.	.
COc1cccc(C2c3c(oc4ccccc4c3=O)C(=O)N2CCCN(C)C)c1OC (configuration not stated)	9.8	61	-66.3%	2.3%	.	.	.	-8.0	61
Fc1ccc(-c2cc3nc(-c4ccccc4)cc(N4CCN(CCN5CCOCC5)CC4)n3n2)cc1	-12.7	139	-58.3%	7.3%	-25.4	25.6	51.1	12.7	139
Nn1c(-c2ccccc2Cl)nnc1-c1ccccc1Cl	-2.0	78	.	.	6.2	96.2	90.0	1.9	78
O=C1CC(SC(=NCc2ccc3c(c2)OCO3)Nc2ccccc2)C(=O)N1 (configuration not stated)	-31.7	79	11.4%	-14.1%	8.5	89.9	81.4	31.7	79
CCCn1c(N)c(C(=O)CSc2nnnn2-c2ccc(O)cc2)c(=O)n(C)c1=O	-0.2	52	-26.7%	-7.3%	13.3	96.5	83.2	0.2	52
CCC(c1nc2ccccc2c(=O)n1CCCn1ccnc1)N1C(=O)c2ccccc2C1=O (configuration not stated)	-48.0	117	-47.5%	-0.4%	0.4	83.5	83.1	?	.
CC(=O)c1c(C)nc2ccc(Cl)cn12	-3.4	186	1.4%	-2.4%	-3.2	92.6	95.8	3.4	186
Cc1cccc(-n2c(N)c(C(=O)N3CCN(C)CC3)sc2=S)c1	12.5	91	-56.3%	0.1%	5.3	94.4	89.1	-12.5	91
O=C(Nc1nc(-c2ccccc2)cs1)c1cccc([N+](=O)[O-])c1	-14.8	151	-4.6%	0.1%	.	.	.	14.8	151
Cc1ccn(CC(=O)O)c(=O)c1	10.5	129	-1.1%	7.3%	-20.0	90.6	110.6	-10.5	129
CSc1nnc2c(n1)OC(c1cn(C)c3ccccc13)N(C(C)=O)c1ccccc1-2 (configuration not stated)	5.4	14	14.8%	-4.3%	1.1	84.5	83.5	-5.4	14
CCN(Cc1ccccc1)C(=O)c1ccccc1C	-17.2	134	22.4%	-4.4%	14.9	86.2	71.3	17.2	134
CCC1(C)Cc2c(sc3nc4n(c(=O)c23)CCCS4)CO1 (configuration not stated)	0.1	116	.	.	-23.9	93.3	117.2	-0.1	116
Cc1cc(-c2nc3cccnc3s2)ccc1NS(=O)(=O)c1ccc2c(c1)OCCO2	-4.1	182	-59.0%	-12.2%	-3.4	92.4	95.8	4.1	182
CSCCC1NC(=O)N(CC(=O)Nc2cccc3ccccc23)C1=O (configuration not stated)	-24.0	184	-20.3%	0.0%	.	.	.	24.0	184
Cc1ccnc(NS(=O)(=O)c2cccc3nsnc23)c1	5.8	189	-3.7%	-16.7%	-12.8	88.8	101.6	-5.8	189

4 records drawn at random from those above, as already listed:
SMILES	IL1B NFkB inh	IL1B NFkB inh cell count 2 µM	PLAP inhibitors HTS	Bcl-B TR3 displacers	MRP resist rev	MRP resist rev cytotoxicity	MRP resist rev with doxorubicin	NFkB transloc pot	NFkB transloc pot cell count 2 µM
O=C1CC(SC(=NCc2ccc3c(c2)OCO3)Nc2ccccc2)C(=O)N1 (configuration not stated)	-31.7	79	11.4%	-14.1%	8.5	89.9	81.4	31.7	79
Cc1cccc(-n2c(N)c(C(=O)N3CCN(C)CC3)sc2=S)c1	12.5	91	-56.3%	0.1%	5.3	94.4	89.1	-12.5	91
Nn1c(-c2ccccc2Cl)nnc1-c1ccccc1Cl	-2.0	78	.	.	6.2	96.2	90.0	1.9	78
CCCn1c(N)c(C(=O)CSc2nnnn2-c2ccc(O)cc2)c(=O)n(C)c1=O	-0.2	52	-26.7%	-7.3%	13.3	96.5	83.2	0.2	52

The results go on.
SMILES	IL1B NFkB inh	IL1B NFkB inh cell count 2 µM	PLAP inhibitors HTS	Bcl-B TR3 displacers	MRP resist rev	MRP resist rev cytotoxicity	MRP resist rev with doxorubicin	NFkB transloc pot	NFkB transloc pot cell count 2 µM
O=C(Nc1ncc(Cc2ccc(SC(F)F)cc2)s1)c1ccccc1	-17.8	131	0.6%	6.9%	.	.	.	17.8	131
CCOC(=O)n1c(SCC(N)=O)nc2ccccc21	2.3	155	7.5%	-6.6%	16.0	99.2	83.2	-2.2	155
COc1ccc(C(=O)Oc2cc(/C=N/NC(N)=S)ccc2OC)cc1	.	.	-10.9%	6.9%	.	.	.	.	.
CCN1CCN(C(=O)c2nn(-c3ccc(C)cc3)c(=O)c3c2c2ccccc2n3C)CC1	.	.	0.9%	-9.1%	-8.8	78.8	87.6	.	.
CCN(CC)C(=O)CN(c1cc(Cl)ccc1OC)S(C)(=O)=O	-3.6	135	.	.	-9.3	88.2	97.6	3.6	135
COC(=O)c1cc2ccsc2n1Cc1nc(-c2ccc(OC)cc2)oc1C	-6.7	167	-30.4%	-9.6%	-2.0	80.3	82.2	6.7	167
Cc1nnc(NC(=O)c2ccc(Br)cc2)s1	-16.6	147	-2.7%	-4.6%	.	.	.	16.6	147
Cc1nn2c(CN(C(=O)c3ccco3)c3ccccc3)nnc2c2ccccc12	-18.8	158	.	.	.	.	.	18.8	158
CN(C)S(=O)(=O)c1cccc(CSc2cccc[n+]2[O-])c1	-3.7	186	-11.5%	-0.1%	-7.5	102.2	109.7	3.7	186

From PubChem BioAssay
